HSF1 activator: increases HSF-1 driven luciferase reporter signal. AID 504408. NIH3T3-HGL HSF-1 luciferase reporter, MG132, 8 h; 100% = twice DMSO control signal. activation, % at 9 µM. 300,000 compounds, 1.7% hits;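 active means mean replicate activation of at least 50% with a set share of replicates each reaching 50%; inconclusive means only one of those two conditions met; inactive means mean below 50% and too few replicates reaching it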;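 further: 0% = median of the neutral control wells and 100% = twice that signal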
Platelet DG rel: platelet dense granule release activity; inhibition, %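 (compounds screened at 7.5 µM in platelet-rich plasma)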; human platelet-rich plasma, SFLLRN dense granule ATP release, luminescence; 300,000 compounds, 0.22% hits;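 active means mean replicate score, as percent of positive control, at or above 50; inconclusive means mean below 50 but at least one replicate at or above 50; inactive means mean and every replicate below 50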
HSF1 inh: HSF1 inhibition. NIH3T3-HGL HSE-luciferase, MG132-induced, luminescence 8 h; active compounds read low. activity change, negative = inhibition, % at 7.5 µM (by protocol). 300,000 compounds, 0.77% hits;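 active means more than half of replicate wells show activity change below -50%, luminescence cut by over half; inconclusive means some wells, but at most half, below -50%; inactive means no replicate well below -50%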;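 further: luciferase reports HSF-1 transcriptional activity via heat shock element; 0% = median of DMSO wells and -100% = zero luminescence signal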
KLF5 inhibitor: inhibitors of KLF5 expression; 290,000 compounds, 0.23% hits; inhibition, % at 5 µM; DLD-1 KLF5 promoter-luciferase reporter, luminescence;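 active means inhibition above a per-plate limit of that plate's mean compound inhibition plus 3 SD, cut at about 60% in these data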;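 further: 0% = DMSO wells and 100% = LY294002 at 200 µM; higher means less KLF5 promoter-driven luciferase light; inactives centre near -14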
HIF activator: HIF pathway transcriptional activation; U2OS HRE-luciferase reporter, luminescence; normalized: DMSO 0%, desferrioxamine 100%; activation, % at 7.5 µM (by protocol); 300,000 compounds, 0.32% hits;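 active means mean activation of at least 10% of the iron chelator positive control signal, with at least half of replicates also reaching 10%; inconclusive means mean and replicate majority disagree about reaching 10%; inactive means mean and most replicates under 10%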
HSP90 refold inh: HSP90 refolding inhibition in rabbit reticulocyte lysate | luciferase refolding luminescence, 3 h | inhibition, % at 5.6 µM | 290,000 compounds, 0.91% hits;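 active means inhibition above the screen-wide mean plus 3 SD, computed separately per campaign, cut at about 16% in these data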;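 further: 0% = DMSO wells and 100% = 60 µM geldanamycin wells; inhibitors lower the luminescence because luciferase stays unfolded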
AI-2 QS modul: Vibrio harveyi AI-2 quorum sensing modulation; Vibrio harveyi JMH597 AI-2 luminescence/OD600 ratio, 9 h; active compounds read low; strain lacks LuxN and CqsS sensors; 0 = neutral-control median; AID 2094; 300,000 compounds, 0.4% hits; activity change, % at 7.5 µM; in the data active means activity change below about -75%, passing the limit was not always enough; inconclusive means no clear call, values can overlap the other calls;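 further: luminescence divided by OD600 gain over 9 h not by final OD600 alone; inactives centre near 13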
HDAC3 inh: human HDAC3 inhibition. O15379. recombinant HDAC3, fluorogenic peptide/trypsin coupled, fluorescence. inhibition, % at 8.3 µM. 320,000 compounds, 0.15% hits; in the data active means inhibition above about 26%, passing the limit was not always enough; inconclusive means no clear call, values can overlap the other calls
Target sequence (O15379 whole entry, looked up): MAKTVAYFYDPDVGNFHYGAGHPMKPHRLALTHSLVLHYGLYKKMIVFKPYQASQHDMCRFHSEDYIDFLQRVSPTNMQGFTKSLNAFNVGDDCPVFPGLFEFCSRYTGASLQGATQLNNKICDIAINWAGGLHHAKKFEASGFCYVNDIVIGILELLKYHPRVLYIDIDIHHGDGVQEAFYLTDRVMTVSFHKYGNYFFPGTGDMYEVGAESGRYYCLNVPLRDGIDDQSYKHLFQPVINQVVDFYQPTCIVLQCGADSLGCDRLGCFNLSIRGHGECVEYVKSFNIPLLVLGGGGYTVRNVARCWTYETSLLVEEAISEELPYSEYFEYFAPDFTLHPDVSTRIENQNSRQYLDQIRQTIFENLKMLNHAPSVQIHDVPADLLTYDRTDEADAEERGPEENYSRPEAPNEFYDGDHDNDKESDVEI
IEC-6 tox: IEC-6 cytotoxicity, counter-screen for KLF5 inhibitors | luminescence viability | inhibition, % at 5 µM | 290,000 compounds, 0.78% hits; in the data active means inhibition above about 22%;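 further: 0% = plate median of test compound wells and 100% = cytotoxic reference compound wells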
aSyn 5UTR inh: MLPCN primary screen, SNCA 5' untranslated region; 300,000 compounds, 0.82% hits; inhibition, % (tested at 7.5 µM); alpha-synuclein 5'UTR reporter, inhibitor activity; in the data active means inhibition above about 60%; inconclusive means no clear call, values can overlap the other calls;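 further: H4 neuroglioblastoma cells stably carrying SNCA 5'UTR luciferase fusion; 0% = DMSO wells and 100% = positive control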
* = called active by the depositor; ? = inconclusive; nt = not tested or not shown.

SMILES	HSF1 activator	Platelet DG rel	HSF1 inh	KLF5 inhibitor	HIF activator	HSP90 refold inh	AI-2 QS modul	HDAC3 inh	IEC-6 tox	aSyn 5UTR inh
Cc1ncoc1C(=O)N1CCCC(C(=O)c2cccc(C(F)(F)F)c2)C1 (stereo not drawn)	3	-1	5	-24	-0.1	1	-4	nt	-4	18
CCn1c(=O)c2ccccc2n2c(SCC(N)=O)nnc12	-26	7	-6	-26	0.1	-4	21	5	-1	-3
O=C(CSCc1cccc(Br)c1)NC1CC1	-20	-4	1	-3	0.9	-1	2	-2	4	0
Cc1cc(NC(=O)CCCn2cc([N+](=O)[O-])cn2)n(Cc2ccc(F)cc2)n1	5	-1	2	-31	-0.6	0	-18	1	4	8
c1ccc(-c2nnc(-c3ccccn3)nc2NC2CCCCC2)cc1	-48	-5	-42	30	472*	22*	-17	7	19	101*
Cc1ccc(Oc2ncnc(N)c2[N+](=O)[O-])cc1C	-4	1	-3	-33	-0.4	3	-2	-2	4	-15
CC(=O)c1c(C)nc(-c2ccc(Cl)cc2)nc1N	24	9	16	-157	1.7	0	29	-1	9	-239
CCn1c(=O)c2cc(C(=O)Nc3cc(C)on3)sc2c2ccccc21	6	3	5	-34	-0.3	1	11	1	2	13
O=C(NCC1CCCO1)c1ccc(CS(=O)(=O)c2ccc(Br)cc2)o1 (stereo not drawn)	0	3	-5	-18	0.2	-1	24	-8	-5	16
COc1ccc([N+](=O)[O-])cc1NC(=O)CCN1CCN(C)CC1	-5	1	-8	-3	0.0	2	19	-1	2	4
CN1CCN(CC(O)c2ccccc2)CC1 (stereo not drawn)	-16	-1	-2	-13	0.0	-2	12	-3	-2	14
Cc1ccc(NC(=O)Cn2cnc3cc([N+](=O)[O-])ccc3c2=O)c(Cl)c1	-13	-1	-5	-7	-0.6	3	18	4	2	8
Cc1ccc(C)c(NC(=O)NNC(=O)c2ccc3ccccc3c2O)c1	11	-17	2	-45	-0.2	0	15	nt	-2	7
Nc1nc(F)nc2c1ncn2[C@@H]1O[C@H](CO)[C@@H](O)[C@H]1O	-62	77*	-56*	nt	-3.4	nt	18	4	nt	122*
O=C1CN(C(=O)COC(=O)C2CCN(S(=O)(=O)c3ccccc3C(F)(F)F)CC2)c2ccccc2N1	15	-7	-4	-42	0.6	1	8	2	-5	5
CCN(CC)S(=O)(=O)c1ccc(Cl)c(C(=O)OCC(=O)c2c(N)n(C)c(=O)n(C)c2=O)c1	-2	-4	0	-18	-0.6	-1	13	-3	1	5
COc1ccc(-c2csc3ncnc(Oc4cccc5ccc(C)nc45)c23)cc1	-14	-2	1	-20	-0.3	-2	9	3	5	44
CC1Cc2nc(SCC(=O)N3CCOCC3)n(C)c(=O)c2S1 (stereo not drawn)	-12	13	-4	-5	0.1	-3	18	-3	-2	-8
CCCCc1ccc(S(=O)(=O)N2CCN(C(=O)c3ccco3)CC2)cc1	0	-5	1	1	0.1	-3	12	3	8	6
CCc1ccn2cc(-c3ccc4c(c3)OCO4)nc2c1	-32	50*	-31	66*	-1.3	73*	10	-77	6	107*
Cc1ccc(C(NC(=O)C2CCCCC2)c2c(O)ccc3ccccc23)cc1 (stereo not drawn)	38	-5	1	-19	0.2	-4	12	0	3	31
CC(CNC(=O)c1cc(COc2c(F)cccc2F)on1)Oc1cccnc1 (stereo not drawn)	12	9	-4	12	0.1	3	-91*	-1	3	14
CC(=O)Nc1ccc(NC(=O)CSc2nnc(-c3cccs3)n2N)cc1	-11	nt	-5	nt	0.8	nt	21	-2	nt	-9
COc1ccc(C)cc1S(=O)(=O)N1CCCCCC1	2	-2	-1	10	-0.1	2	-1	nt	0	24
Cc1ccc(-c2noc(CCC(=O)NCCCN3CCN(c4ccc(F)cc4)CC3)n2)cc1	6	3	0	-39	-0.8	-1	23	3	5	-17
Cn1cc(C(CC(=O)O)C(=O)O)c2ccccc21 (stereo not drawn)	-3	-11	-3	-18	-0.2	3	23	3	0	-38
CC(C)N1CCN(S(=O)(=O)c2ccc3ccccc3c2)CC1	-8	5	-6	-26	-22	-4	27	8	-4	3
CC(=O)N(CN1C(=O)c2ccc([N+](=O)[O-])cc2C1=O)c1ccc(F)cc1	-11	1	-6	15	-0.2	-2	32	8	0	20
COc1cccc(N=C2SC(C(=O)Nc3ccccc3F)CC(=O)N2C)c1 (stereo not drawn)	2	2	10	-15	-0.2	-2	28	7	0	4
CCCOc1ccccc1C(=O)NC(CO)C(=O)O (stereo not drawn)	3	-1	-2	-23	-1.0	4	25	-5	3	12
CCN(CC)c1ccc(/C=N/NC(=O)c2ccco2)c(O)c1	14	21	12	-82	78*	3	-27	-4	22	11
C[C@H](NC(=O)c1nc[nH]c1C(=O)N[C@@H](CCCCNC(=O)OC(C)(C)C)C(=O)OC(C)(C)C)C(=O)OC(C)(C)C	-9	1	0	nt	-0.4	nt	3	?	nt	11
Cc1ccc(S(=O)(=O)N2CCCC(N3CCOCC3)C2)cc1Cl (stereo not drawn)	-6	1	-3	-16	-9.7	-5	23	-1	-1	-2
CCOc1ccc(S(=O)(=O)Nc2ccc(C(=O)N3CCCC3)cc2)cc1C(N)=O	-1	-11	-12	12	-0.2	1	17	2	2	13
Nc1ccc(C(=O)Nc2ccc(NC(=O)c3ccco3)c(O)c2)cc1	10	0	-4	-47	-27	2	19	1	-1	-82
COc1cccc(-c2nc(CS(=O)(=O)CC(=O)NCc3ccccc3)c(C)o2)c1	1	3	4	3	0.2	-7	30	0	-5	9
CN(Cc1nc(-c2cccnc2)no1)S(=O)(=O)c1ccccc1	-4	3	-3	-1	0.3	3	27	0	4	-19
Cc1nn(C(=O)c2ccc3c(c2)OCO3)c(N)c1-c1ccccc1	25	11	26	-3	0.8	11	30	nt	5	-25
COc1ccc(NC(=O)NCCCN2CCC(Cc3ccccc3)CC2)cc1	-4	6	-4	-15	-0.3	1	11	1	-3	13
Cc1ccc(NC(=O)CSc2nnc(C3CCCCC3)n2N)cc1F	24	-5	5	1	0.0	-1	12	2	-2	-9
COc1ccc(CNS(=O)(=O)c2ccc(S(=O)(=O)N3CCCCC3)cc2)cc1	-1	2	1	nt	-0.1	nt	8	3	nt	-29
Cc1c(/C=N/NC(=O)CNc2ccccc2)c2ccccn2c1C(=O)c1ccncc1	18	1	-5	-8	0.3	2	15	12	10	18
COc1ccccc1NC(=O)CN(c1ccccc1C)S(C)(=O)=O	5	10	1	-34	-9.0	-4	7	-5	-4	34
CSc1cc(C)n(-c2ccccc2)c(=S)c1C(C)=O	-4	8	2	-14	0.1	2	-3	3	-4	6
Cc1ccc(CNC(=O)Cc2noc3ccccc23)cc1	22	-19	19	-28	0.1	8	12	-2	3	-22
COc1ccc(CC(=O)NCc2n[nH]c(=S)n2-c2cccc(Cl)c2)cc1	2	9	5	-4	-0.4	0	4	3	0	-38
Cc1cccc(OCC(=O)Nc2ccc(NC(=O)c3ccco3)cc2)c1	12	4	-2	-11	4.4	-3	7	nt	-6	-67
COc1ccccc1NC(=O)C(=O)N/N=C(\C)CC(=O)Nc1ccc(OCc2ccccc2)cc1	11	5	6	-19	0.0	2	4	nt	5	-62
CC1(C)Cc2c(sc3[nH]c(=O)n(CC(=O)NCC4CCCO4)c(=O)c23)CO1 (stereo not drawn)	9	4	-3	-2	0.4	3	12	-8	5	3
CC(=O)c1cccc(NC(=O)CSc2nc(=O)n(CCN3CCOCC3)c3c2CCC3)c1	2	-7	1	nt	0.3	nt	4	7	nt	9
CS(=O)(=O)c1ccc(Cl)c(NC(=O)COC(=O)CNC(=O)c2ccc(Br)o2)c1	0	2	2	-30	0.9	1	29	-4	5	5
COc1ccccc1NC(=O)CCSc1nnc(-c2ccncc2)o1	-6	8	-1	-10	0.3	-1	14	-3	4	-25
Nc1ccccc1Nc1ccccc1	5	2	-5	-14	0.6	-7	16	2	0	-23
O=C(CSCc1ccccc1Cl)Nc1ccc(C(=O)O)cc1	14	-3	0	-8	0.0	-1	12	1	6	12
COc1ccc(C2=NOC(C)(c3sc(-c4ccc(Cl)cc4)nc3C)C2)cc1 (stereo not drawn)	-23	2	-12	nt	1.0	nt	23	-1	nt	-52
O=C(O)c1cccc(N=C2NC(=O)C(CO)(CO)S2)c1	8	-3	7	-42	-0.6	10	23	8	2	-3
COc1cccc(-c2nnc(SCC(=O)Nc3ccc4c(c3)OCCO4)n2Cc2ccco2)c1	11	2	0	-39	-0.6	4	7	-1	4	20
CCn1c(CCC(=O)Nc2ccccc2F)nnc1SCC(=O)Nc1ccc(OC)cc1	-4	-2	-1	3	0.0	-2	44	3	0	-4
CC(=O)c1cccc(NC(=O)c2ccc(N(C)S(C)(=O)=O)cc2)c1	9	-9	3	-19	0.3	-2	21	3	1	-14
CC(=O)c1cccc(NC(=O)/C=C/c2ccc([N+](=O)[O-])s2)c1	4	-2	7	-1	-3.1	-1	15	nt	-3	-326

A second format for part of the listing above:
Values run as follows: HSF1 activator	Platelet DG rel	HSF1 inh	KLF5 inhibitor	HIF activator	HSP90 refold inh	AI-2 QS modul	HDAC3 inh	IEC-6 tox	aSyn 5UTR inh
> COc1ccccc1NC(=O)C(=O)N/N=C(\C)CC(=O)Nc1ccc(OCc2ccccc2)cc1
→ 11	5	6	-19	0.0	2	4	nt	5	-62
> CCCCc1ccc(S(=O)(=O)N2CCN(C(=O)c3ccco3)CC2)cc1
→ 0	-5	1	1	0.1	-3	12	3	8	6

Further records follow.
SMILES	HSF1 activator	Platelet DG rel	HSF1 inh	KLF5 inhibitor	HIF activator	HSP90 refold inh	AI-2 QS modul	HDAC3 inh	IEC-6 tox	aSyn 5UTR inh
CCCSc1nc2c(c(=O)[nH]c(=O)n2C)n1Cc1ccc(C)cc1	12	-5	5	-5	-1.1	2	18	1	-12	28
COc1cc(C(=O)Nc2ccc(NC(=O)c3ccco3)nc2)cc(OC)c1OC	10	1	3	-13	-0.1	-5	26	8	3	-5
CC(C)NC(=O)C1CCN(C2CCN(Cc3nc(C(C)C)cs3)CC2)CC1	9	2	-2	-5	0.0	-4	30	0	-2	5
CN1CCN(Cc2c(O)ccc3c(=O)c(Oc4ccccc4Cl)c(C(F)(F)F)oc23)CC1	-40	2	-34	-21	0.0	0	12	0	5	-1
Cc1nc(NC(=O)CN2CCC(O)(c3ccc(F)cc3)CC2)sc1C	-5	1	6	-34	1.4	6	7	6	-3	-60
Cc1ccc(OCCCN(C)C)c(Br)c1	1	13	2	-19	0.1	5	6	1	3	-7
O=C(CN1C(=O)c2cccc([N+](=O)[O-])c2C1=O)N1CCN(c2ccc(F)cc2)CC1	-3	-1	1	-3	-0.5	0	24	-15	-4	10
Cc1nnc(C)c2c(C)n(-c3ccccc3)c(C)c12	13	-3	-9	-38	-6.9	5	18	nt	-4	-13
COc1cc(S(=O)(=O)N(Cc2cccnc2)Cc2cccc(OC)c2OC)ccc1-n1cnnn1	-3	0	-2	-4	-0.1	1	9	nt	4	6
O=C(CSc1nnc(C2CC2)n1CC1CCCO1)Nc1ccccc1Cl (stereo not drawn)	13	7	0	-5	-0.8	-3	nt	4	11	15
Cn1c(CC(=O)Nc2ccccc2)nnc1SCC(=O)NC1=NCCS1	-8	12	-1	-12	-0.7	0	57	-10	2	-6
COCCNC(=O)c1oc2ccc3c(c2c1C)C(O)CC(C)(C)O3 (stereo not drawn)	-16	1	-5	-49	1.2	5	24	-23	-1	8
CCOC(=O)N1CCN(c2c(N3CCN(c4ccc(F)cc4)CC3)c(=O)c2=O)CC1	-17	-3	-3	-26	-0.1	-3	16	1	-2	7

Bioassay records deposited in PubChem BioAssay by several laboratories.
